# V-ATPase pHluor: alters yeast V-ATPase proton transport | S. cerevisiae, pHLuorin cytosolic pH fluorescence | response, % at 10 µM | 350,000 tested, 0.37% active; in the data active means response mostly above about 7.3%, no sharp cut-off; inactive means mostly below about 5.4%; further: actives read high; inactives centre near 0; some compounds called inactive have numbers as strong as hits; reference of the scale not given here
# DAGLB inhibitor: blocks human DAGLB lipase activity. HEK293T DAGLB membrane lysate, EnzChek fluorogenic substrate. 340,000 tested, 0.059% active. inhibition, % at 5.17 µM; in the data active means inhibition above about 34%;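 further: 0% = enzyme with vehicle and 100% = wells lacking enzyme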
# Arr AP2 block: inhibitors of human beta-arrestin and AP2 interaction; inhibition, % at 10 µM; 340,000 tested, 0.31% active; FITC-arrestin peptide / GST-AP2 beads, flow cytometry; AP2 beta2 appendage carries R879A mutation;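 active means inhibition above a set limit, near 3 SD of compounds lacking own fluorescence, cut at about 54% in these data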;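 further: plate controls were DMSO wells for no effect and 5 µM unlabelled arrestin peptide for full effect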
#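 System: GST-tagged AP2 beta2-adaptin appendage (R879A) on 4 µm glutathione beads / Reagent: FITC-arrestin peptide, 50 nM / Detection: HyperCyt-sampled flow cytometry, FL1 channel, ex 488/em 535 nm / Timing: 12 min plus 1 h, RT / Buffer or medium: PBS plus Tween 20 (0.05%) and BSA (0.1%)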
# PKA-R2B activ: activates the human PKA-R2B holoenzyme complex; PKA-R2B holoenzyme dissociation, Cy5-IP20 fluorescence polarization; R2B truncated from residue 108, S112A mutant; 0% DMSO only, 100% 113 µM cGMP; 340,000 tested, 0.079% active; AID 504700; activation, % at 11.4 µM;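 active means activation above a cutoff set at the mean over all compounds plus 3 SD, cut at about 18% in these data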;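 further: higher means more holoenzyme dissociation and a rise in polarization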
# OPRM1-OPRD1 inv: inverse agonist of human OPRM1-OPRD1 heterodimerization. P35372+P41143. cell-based MOR-DOR heterodimer luminescence, inverse agonism. inhibition, % at 9.3 µM. 340,000 tested, 0.21% active. AID 504357; in the data active means inhibition above about 22%, passing the limit was not always enough;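 further: 0% = cells with DMSO and 100% = wells without cells with DMSO; values of inactives mirror those of a sister screen read the other way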
# HTR5A ag ctr: activates human HTR5A in OPRM1-OPRD1 agonist counter-screen; HTR5A agonist assay, luminescence, cell-based; activation, % at 9.3 µM; P47898; 340,000 tested, 0.61% active; in the data active means activation mostly above about 9.5%, no sharp cut-off; inactive means mostly below about 7.6%;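 further: 0% = cells with vehicle only and 100% = reference agonist; strong numbers were not always called active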
# PKA-R1A activ: activators of PKA-R1A complex | activation, % at 11.4 µM | PKA-R1A dissociation, Cy5-IP20 fluorescence polarization; scaled: DMSO 0%, 113 µM cGMP 100% | 340,000 tested, 0.083% active | P00514+P68181;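 active means percent activation above the mean of all tested compounds plus 3 SD, cut at about 19% in these data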;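 further: higher means more PKAc released from R1A so a rise in polarization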
# MOR-DOR ag: OPRM1-OPRD1 heterodimerization agonism; P35372+P41143; cells, luminescence; activation, % at 9.3 µM; 340,000 tested, 0.3% active; AID 504326; in the data active means activation above about 18%;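 further: 0% = vehicle-treated cells and 100% = reference agonist; values of inactives mirror those of a sister screen read the other way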
# HTR5A inv ag: HTR5A inverse agonism, opioid heterodimer counter-screen. 340,000 tested, 0.083% active. AID 504634. HTR5A cell line, luminescence. inhibition, % at 9.3 µM; in the data active means inhibition mostly above about 23%, no sharp cut-off; inactive means mostly below about 18%;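 further: 0% = cells with DMSO and 100% = no-cell wells with DMSO; some compounds called inactive have numbers as strong as hits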
# DSG3 Ab inh: blocks pemphigus antibody binding to human desmoglein-3; P32926; DSG3-coupled beads, scFv-anti-DSG3-GFP binding, flow cytometry; hits give low values; binding (percent of control), % at 10 µM; 310,000 tested, 0.48% active;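 active means binding more than 3 SD below its plate's average and above zero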;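 further: hits lower antibody fragment binding to DSG3; some compounds called inactive have numbers as strong as hits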
# Target sequence (P32926 whole entry, looked up, the tested form may be a part): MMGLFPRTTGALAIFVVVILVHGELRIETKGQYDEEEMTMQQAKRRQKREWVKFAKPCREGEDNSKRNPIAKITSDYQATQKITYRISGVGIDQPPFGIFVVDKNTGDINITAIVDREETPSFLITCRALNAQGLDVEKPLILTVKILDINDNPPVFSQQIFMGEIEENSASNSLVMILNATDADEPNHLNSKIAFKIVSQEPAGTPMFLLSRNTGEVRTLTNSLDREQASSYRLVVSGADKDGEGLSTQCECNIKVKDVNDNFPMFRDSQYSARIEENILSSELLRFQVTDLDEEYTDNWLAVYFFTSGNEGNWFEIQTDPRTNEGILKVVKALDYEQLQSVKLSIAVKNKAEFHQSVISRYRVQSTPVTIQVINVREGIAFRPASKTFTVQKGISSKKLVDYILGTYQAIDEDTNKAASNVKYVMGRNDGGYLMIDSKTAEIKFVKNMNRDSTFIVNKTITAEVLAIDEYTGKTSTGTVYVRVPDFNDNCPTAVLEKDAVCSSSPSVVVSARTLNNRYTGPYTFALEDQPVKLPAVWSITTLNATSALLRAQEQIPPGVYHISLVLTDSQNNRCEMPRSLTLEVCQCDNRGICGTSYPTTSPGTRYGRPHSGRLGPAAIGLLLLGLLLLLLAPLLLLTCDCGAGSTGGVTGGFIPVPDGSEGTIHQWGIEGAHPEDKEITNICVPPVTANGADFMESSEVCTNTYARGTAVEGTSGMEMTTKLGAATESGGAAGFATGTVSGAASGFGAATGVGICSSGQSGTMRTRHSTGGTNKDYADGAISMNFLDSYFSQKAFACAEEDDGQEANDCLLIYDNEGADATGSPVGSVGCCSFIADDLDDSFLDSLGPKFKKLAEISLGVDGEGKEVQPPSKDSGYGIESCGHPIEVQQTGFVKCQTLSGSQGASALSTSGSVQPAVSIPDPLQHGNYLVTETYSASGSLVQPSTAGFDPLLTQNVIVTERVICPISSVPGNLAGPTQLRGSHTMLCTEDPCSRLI
# An asterisk follows results filed as active; . = no result given.
SMILES,V-ATPase pHluor,DAGLB inhibitor,Arr AP2 block,PKA-R2B activ,OPRM1-OPRD1 inv,HTR5A ag ctr,PKA-R1A activ,MOR-DOR ag,HTR5A inv ag,DSG3 Ab inh
Cc1cccc2cc(C#N)c(SCC(=O)Nc3ccccc3N3CCOCC3)nc12,-0.3,-0.7,9.7,-7.6,-0.5,-1.3,4.6,0.1,4.4,99.8
CCOC(=O)Cn1c(=O)c2c(nc3n2CCCN3CCc2ccccc2)n(C)c1=O,-1.5,0.5,0.2,-13.8,13.4,3.3,-9.3,-2.4,-12.9,94.0
N#CCCn1cc(/C=N/NC(=O)c2ccncc2)c(-c2ccc(F)cc2)n1,-5.4,-2.9,.,-2.4,18.7,-2.7,-10.8,-3.7,7.0,96.3
COc1ccc(CNC(=O)CN(c2ccc(OC)cc2)S(=O)(=O)c2c(C)[nH]c(=O)[nH]c2=O)cc1,0.2,0.3,3.4,-3.1,13.2,9.1,5.6,-2.6,8.3,111.4
NS(=O)(=O)c1ccc(CCNC(=O)c2ccc(Cl)c(S(=O)(=O)N3CCCCCC3)c2)cc1,-0.2,-0.7,-8.2,0.0,5.5,3.2,2.2,-1.4,-8.0,101.3
COC(=O)[C@]1(C)N[C@H](CN(C)C(=O)c2ccc(C(C)(C)C)cc2)[C@@H]2C(=O)N(C)C(=O)[C@@H]21,-0.9,-1.7,-3.5,2.3,5.1,-1.4,2.6,-1.1,5.3,91.0
N/C(=N\OC(=O)COc1ccc(Cl)cc1)c1cccnc1,0.3,-5.6,3.1,-1.1,11.0,7.1,3.8,-2.1,-6.3,112.4
COc1ccc2c(c1)c1nc3n(c(=O)c1n2CC(=O)Nc1ccccc1)CCCS3,-0.7,-2.0,35.6,5.2,-1.3,4.1,-2.4,0.2,-15.2,95.7
COC(=O)c1cc(Br)c(=O)n(CCc2ccc(F)cc2)c1,-2.3,-2.0,-10.2,-11.5,12.3,-1.3,-6.4,-2.7,-11.7,104.0
COc1cc(O)c(C(CC(=O)N2CCCCC2)c2cc(OC)c(OC)c(OC)c2)c(OC)c1 (stereo not drawn),-3.2,3.0,7.5,-10.2,13.4,-0.4,-2.2,-2.3,1.2,96.4
COc1ccc(CSc2nnc(C)s2)cc1F,0.9,-1.2,11.0,-2.9,4.4,-0.7,-3.8,-0.9,1.8,117.5
COc1nccnc1NS(=O)(=O)c1ccc(NCc2cc(Br)ccc2O)cc1,4.6,3.7,1.6,-2.0,2.5,0.6,5.1,-0.3,-1.7,.
COc1ccc(NS(=O)(=O)c2cc(C(=O)O)ccc2C)cc1,4.3,-4.8,10.5,6.3,4.6,12.0*,3.8,-0.8,-28.8,76.1
O=C(CN1C(=O)COc2ccc(S(=O)(=O)N3CCCC3)cc21)NCc1ccccn1,2.6,-0.7,34.2,-10.9,20.0,7.0,-9.6,-3.8,3.5,84.6
ClCC1CSC(=NC23CC4CC(CC(C4)C2)C3)O1 (stereo not drawn),4.7,-5.2,15.8,-1.3,0.0,7.7,-4.9,0.0,-19.5,109.2
Cc1cc(C)cc(N(CCC#N)C(=O)CSc2nc3ccccc3c(=O)[nH]2)c1,-0.2,2.3,30.1,6.5,9.0,0.2,-10.7,-1.7,-0.8,93.7
O=C(CCCC(=O)Nc1ccccc1Br)N/N=C/c1c(F)cccc1Cl,0.2,-0.4,-0.4,-0.5,2.5,-1.4,-1.1,-0.5,3.5,97.7
COc1ccccc1-c1nn(-c2ccccc2)cc1C(=O)N1CCc2ccccc2C1,2.4,-3.4,33.8,0.0,-5.5,5.7,-6.5,1.4,-14.6,108.8
Nc1nonc1-n1nnc(C(=O)N/N=C/c2ccc3c(c2)OCO3)c1-c1ccccc1,4.5,0.5,-12.8,-1.5,10.6,-1.8,0.3,-1.7,-17.1,.
Clc1ccccc1COc1ccccc1-c1nnco1,-2.3,-4.2,-4.2,-5.9,-0.5,-0.3,-8.9,0.1,-10.8,107.7

# Look-ups from the list:
# Reading for N#CCCn1cc(/C=N/NC(=O)c2ccncc2)c(-c2ccc(F)cc2)n1 under MOR-DOR ag: -3.7
# Reading for O=C(CCCC(=O)Nc1ccccc1Br)N/N=C/c1c(F)cccc1Cl under PKA-R2B activ: -0.5

# (next part)
SMILES,V-ATPase pHluor,DAGLB inhibitor,Arr AP2 block,PKA-R2B activ,OPRM1-OPRD1 inv,HTR5A ag ctr,PKA-R1A activ,MOR-DOR ag,HTR5A inv ag,DSG3 Ab inh
CCOc1ccc(-n2c(SCC(=O)OC)nc3sc4c(c3c2=O)CCN(C)C4)cc1,0.9,-0.9,24.6,-14.2,-1.0,3.6,-4.8,0.2,-13.3,107.4
NS(=O)(=O)c1ccc(N2CCOCC2)c(C(=O)NCc2cccs2)c1,-1.9,1.4,8.6,-12.0,0.7,3.2,-5.7,-0.1,-12.6,127.4
CCOC(=O)Cc1csc(SCC(=O)Nc2ccc3[nH]c(=O)[nH]c3c2)n1,-0.3,1.4,4.7,6.3,2.0,-0.3,-2.9,-0.5,-3.4,112.0
CCOC(=O)c1sc(NC(=O)CN2C(=O)C3CC=CCC3C2=O)nc1C (stereo not drawn),-1.2,-1.4,-5.8,-10.1,12.1,-1.4,-13.7,-3.0,3.6,.
CCOC(=O)Cc1csc(NC(=O)Cc2cccs2)n1,0.9,-0.8,15.0,6.1,11.9,-3.4,9.0,-2.7,9.2,94.9
O=C(N/N=C/c1ccccn1)c1cc([N+](=O)[O-])cc([N+](=O)[O-])c1,-0.3,3.8,9.2,-8.5,-11.8,-4.7,-6.8,2.3,12.2,100.8
O=C(COC(=O)CCCN=C1NS(=O)(=O)c2ccccc21)NNC(=O)c1ccccc1,3.4,0.1,-3.2,-3.8,12.9,6.1,-2.5,-2.5,-16.6,100.3
Cc1ccc(-c2ccc(/C=N/n3cnnc3)o2)cc1Cl,3.2,-3.5,7.8,-7.9,-0.2,-0.9,-4.1,0.0,-11.4,102.5
O=[N+]([O-])c1ccc(/C=N\N2CCN(c3ccc(Cl)cc3)CC2)cc1,1.8,-0.3,-8.5,-4.5,4.9,-5.3,7.9,-1.2,22.6,105.8
CC1CN(C(=O)COC(=O)c2nn(-c3ccccc3)c(=O)c3ccccc23)CC(C)O1 (stereo not drawn),-1.3,-0.5,4.0,2.3,-21.8,1.3,-4.0,3.2,8.4,105.6
C=CCc1ccc(OC)c(OC)c1,-0.2,-4.7,4.6,3.4,-1.3,2.3,0.6,0.3,11.3,100.7
Cc1ccc(C(=O)N/C(=C\c2sccc2C)C(=O)NCc2ccco2)cc1,19.0,0.6,3.6,-0.6,-2.6,2.3,0.5,0.5,-6.3,107.8
O=C(c1c[nH]c(C(=O)C(Cl)(Cl)Cl)c1)c1ccc(F)cc1F,3.6,-5.5,-7.4,-9.1,4.8,1.5,-7.9,-0.8,-5.8,87.2
COCCNC(=O)COc1ccc(C)cc1C,4.4,-3.9,-1.8,-2.6,-11.0,-1.1,2.9,1.9,3.2,106.5
COc1ccc(NC(=S)NC23CN4CN(CN(C4)C2)C3)c(OC)c1,0.5,0.7,-0.4,-7.8,2.4,-8.1,-8.6,-0.5,20.0,102.1
COc1ccc(NC(=O)CN2C(=O)COc3ccc(C)cc32)c(OC)c1,6.0,-1.5,43.7,3.4,1.2,3.6,1.9,-0.2,33.6,111.9
Cc1onc(-c2c(F)cccc2Cl)c1C(=O)c1ccccc1,0.9,-10.7,-5.6,-11.2,-3.6,1.5,-1.5,0.7,-34.7,113.1
COc1ccc(C2=NOC(C)(c3nnc(-c4ccccc4)o3)C2)cc1 (stereo not drawn),2.9,-1.7,-0.9,-1.0,3.4,1.0,-3.3,-0.6,4.0,104.8
COc1ccc2c(c1)C(C)=CC(C)(C)N2S(=O)(=O)c1ccc(C)cc1,-0.4,-10.6,12.3,2.0,7.4,-3.9,4.3,-1.4,10.5,104.4
COCCn1c(CN2CCN(C)CC2)nc2c1c(=O)n(C)c(=O)n2C,2.7,0.0,24.3,-7.2,12.8,-2.4,1.3,-2.2,21.6,104.5
NNC(=O)c1ccc(COc2ccc3c(c2)CCC3)o1,-2.0,-10.2,-3.8,-13.1,-10.4,10.1,7.0,1.9,16.5,124.6
CCOc1ccccc1NC(=O)COc1coc(CN2CCc3ccccc32)cc1=O,-1.8,1.4,9.7,3.0,0.3,1.4,-4.7,-0.1,-3.7,99.4
Cc1cc(C)nc(N2CCC(C(=O)NCCc3ccc(Cl)cc3)CC2)n1,0.4,-0.5,36.1,0.1,19.3,-2.7,12.6,-3.9,-9.4,102.5
COc1ccc(C2Nc3ccccc3C(=O)N2Cc2ccco2)cc1COc1ccc(F)cc1 (stereo not drawn),5.9,-2.5,12.3,0.6,-204.8,-0.3,-17.2,37.7*,-19.6,96.2
COc1ccc(-c2ccccc2[C@H]2[C@@H]3C=CC[C@@H](C)[C@@H]3C(=O)N2Cc2ccccc2)cc1,-1.1,-11.6,7.2,4.6,-3.1,-0.5,-0.6,0.7,1.3,104.7
Cc1ccc(S(=O)(=O)N2CCCCC2C(=O)NCc2ccco2)cc1 (stereo not drawn),-2.9,-2.4,11.4,10.0,3.5,0.7,-4.3,-0.6,9.8,.
COc1ccc(N(C(C)=O)c2nc3ccccc3[nH]2)cc1,4.0,-3.3,4.5,3.4,10.9,1.4,-4.7,-2.3,-5.4,98.2
CN1C(=O)NC(NC(=O)c2ccco2)(C(F)(F)F)C1=O (stereo not drawn),7.0,-0.3,5.7,2.3,17.8,2.0,6.9,-3.5,-6.0,.
COc1ccc(Nc2nnc(SC(C)C(=O)NC3CC3)s2)cc1 (stereo not drawn),-2.2,-0.1,-0.4,-1.6,16.1,-1.1,-4.1,-3.3,4.4,.
Cc1ccc(C(=O)N2CCC(n3nccc3NC(=O)C3CCOC3)CC2)cc1 (stereo not drawn),1.6,1.0,0.4,-5.2,5.2,-0.5,3.4,-1.0,16.9,95.8
Cc1nnc(SCC(=O)c2c(N)n(Cc3ccccc3)c(=O)n(C)c2=O)n1C,-2.4,-0.3,12.0,-6.2,13.4,2.9,1.3,-2.9,18.1,81.8
O=C(Cn1c(=O)n(CC(=O)N2CCCCC2)c(=O)c2sccc21)NCc1ccccc1,-2.8,-2.4,-13.3,-3.1,6.8,1.5,-2.7,-1.2,-20.2,.
Cc1c(CCC(=O)O)c(=O)oc2cc(O)ccc12,-0.6,3.6,16.9,6.0,6.0,-1.8,3.8,-1.2,-1.9,100.7
CN1C2CCC1CC(NS(=O)(=O)c1ccc(C#N)cc1)C2 (stereo not drawn),-2.9,1.8,-0.1,-3.4,14.3,2.3,14.3,-2.8,6.2,.
CCC1CCCCN1CCCNC(=O)CSc1nc2nc(C)c(Cc3ccccc3Cl)c(C)n2n1 (stereo not drawn),-0.6,-0.2,-10.4,9.3,13.7,2.4,4.5,-2.6,-8.9,102.4
